Assay outcomes deposited in PubChem by National Center for Advancing Translational Sciences (NCATS).
ELG1 genotox: inducers of genotoxicity in HEK293T ELG1-luciferase cells | HEK293T ELG1-luciferase reporter, luminescence, 16 h | Potency, µM (highest dose often 46 µM), inactives show at the highest dose activity change, positive = activation, hits mostly activators | actives 1.3% (n = 330,000) | AID 504466; also: % of control where 0% means no effect; nearly all actives have a fitted effect of over 60% in size
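After overnight (16 hr) compound treatment at 37 °C, ELG1-luciferase HEK293T cells were lysed with ONE-Glo; luminescence quantified 30 min later at room temperature.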
NPC1 prom act: NPC1 promoter activation; Huh7 NPC1 promoter luciferase reporter, 24 h; Potency, µM (titrated, usually from 9.22 µM), for inactives: top-dose activation, actives largely listed as activators; actives 2.4% (n = 320,000);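 also: % of control where 0% means no effect; nearly all actives have a fitted effect of over 60% in size; reporter is driven by a mutant NPC1 promoter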
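Luciferase expression driven by the NPC1 promoter was measured in stably transfected Huh7 cells after a 24 h compound incubation, using a luciferase reagent and a luminescence read.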
BRCA1 expr act: increases BRCA1 expression; MCF7-BRCA1-FFLuc reporter, luminescence, 48 h; response scale: scaled: vehicle 0%, 10 µM genistein 100%; Potency, µM (doses to about 46.1 µM), for the others: top-dose activation, usual class: activators; actives 1.1% (n = 380,000); AID 624202; also: nearly all actives have a fitted effect of over 80% in size; some results filed as inactive show a strong effect at the top dose
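MCF7-BRCA1-FFLuc, 2000 cells/well; 2 h attach, 37 °C/5% CO2; compound 48 h; luciferase substrate 15 min; luminescence end-point. Norm. to genistein 10 microM max activation and DMSO; concentration-response curves fitted.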
RORgamma inh: blocks mouse ROR gamma transcriptional activity. P51450. Potency, µM (doses to about 53.6 µM), inactives show at the highest dose activity change, negative = inhibition, actives largely listed as inhibitors. actives 5.4% (n = 310,000). AID 2551. Drosophila S2 Gal4-RORgamma UAS-luciferase reporter, 20 h; also: % is scaled to controls: 0 for no effect and ±100 for the full control effect; nearly all actives have a fitted effect of over 60% in size
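Compounds are pin-transferred onto Drosophila Schneider cells expressing a copper-inducible Gal4–ROR gamma transactivation domain fusion. After 1 hr, copper sulfate is added to 700 uM final; luciferase is read 20 hr later.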
Gal4-VP16 FLuc: counter-screen for ROR gamma inhibitors: Gal4-VP16 reporter; Drosophila S2 Gal4-VP16 UAS-luciferase, luminescence, 20 h; Potency, µM (doses to about 53.6 µM), without a hit: at the top dose activity, negative = inhibition, hits mostly inhibitors; actives 3.5% (n = 310,000); AID 2546;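 also: Gal4-VP16 expression switched on by copper sulfate through the metallothionein promoter; % is scaled to controls: 0 for no effect and ±100 for the full control effect; nearly all actives have a fitted effect of over 50% in size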
p53 reactivation: restores transcriptional activity of mutant p53 | AID 504706 | H1299 p53-A138V BP100-luciferase reporter, luminescence, 24 h | actives 0.063% (n = 320,000) | Potency, µM (doses to about 92.2 µM), inactives show top-dose activity change, positive = activation, most hits filed as activators; also: % of control where 0% means no effect; nearly all actives have a fitted effect of over 45% in size
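H1299 (p53-null), stable ts p53-A138V + BP100-Luc; 1000 cells/well, Opti-MEM/10% FBS; cpd 4 pt, 1:5; 24 h, 37 deg C, 5% CO2; detection reagent 10 min RT; luminescence.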
MBNL1-CUG inh: blocks human MBNL1 binding to CUG repeat RNA; Q9NR56; TR-FRET MBNL1-His/biotin-(CUG)12 binding, 665/545 ratio; Potency, µM (series often up to 57.5 µM), for inactives: top-dose activity change, negative = inhibition, most hits filed as inhibitors; actives 0.036% (n = 280,000); AID 2675; active = well fitted inhibition curve with a large enough effect in the signal ratio, with a control signal flat, not every such curve was filed as active; inconclusive = small, poorly fitted or top-dose-only effect, or effect the other way, or a change in a side signal; inactive = no such curve, though single readings can be large or run the other way; the % refers to the signal ratio; also: % is scaled to controls: 0 for no effect and ±100 for the full control effect
Target sequence (Q9NR56 whole entry, looked up): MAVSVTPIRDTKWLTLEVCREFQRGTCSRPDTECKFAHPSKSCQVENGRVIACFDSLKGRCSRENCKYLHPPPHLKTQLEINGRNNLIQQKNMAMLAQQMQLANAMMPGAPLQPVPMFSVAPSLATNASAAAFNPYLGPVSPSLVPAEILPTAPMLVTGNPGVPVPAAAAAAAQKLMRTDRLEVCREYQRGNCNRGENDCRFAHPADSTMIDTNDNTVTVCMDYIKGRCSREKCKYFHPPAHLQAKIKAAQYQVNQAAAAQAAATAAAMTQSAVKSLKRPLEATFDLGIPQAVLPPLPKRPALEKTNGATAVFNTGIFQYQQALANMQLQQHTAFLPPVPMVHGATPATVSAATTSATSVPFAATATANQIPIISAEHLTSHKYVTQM
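Compounds (final 92 nM to 58 uM) are added to His-tagged MBNL1 and biotin-(CUG)12, then terbium anti-His antibody and streptavidin-XL665 (5 nM final). After 60 min at room temperature, the 665/545 nm ratio is read.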
FLuc modulator: inhibits or activates purified firefly luciferase, miR-21 counter-screen. purified FLuc, Km substrates, luminescence inhibition. Potency, µM (top dose mostly 57.5 µM), without a hit: top-dose activity change, negative = inhibition, hits mostly inhibitors. actives 6.9% (n = 360,000). AID 588342;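 also: plate controls were vehicle for no effect and reference inhibitor for full effect; nearly all actives have a fitted effect of over 55% in size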
Target sequence (P08659 whole entry, looked up): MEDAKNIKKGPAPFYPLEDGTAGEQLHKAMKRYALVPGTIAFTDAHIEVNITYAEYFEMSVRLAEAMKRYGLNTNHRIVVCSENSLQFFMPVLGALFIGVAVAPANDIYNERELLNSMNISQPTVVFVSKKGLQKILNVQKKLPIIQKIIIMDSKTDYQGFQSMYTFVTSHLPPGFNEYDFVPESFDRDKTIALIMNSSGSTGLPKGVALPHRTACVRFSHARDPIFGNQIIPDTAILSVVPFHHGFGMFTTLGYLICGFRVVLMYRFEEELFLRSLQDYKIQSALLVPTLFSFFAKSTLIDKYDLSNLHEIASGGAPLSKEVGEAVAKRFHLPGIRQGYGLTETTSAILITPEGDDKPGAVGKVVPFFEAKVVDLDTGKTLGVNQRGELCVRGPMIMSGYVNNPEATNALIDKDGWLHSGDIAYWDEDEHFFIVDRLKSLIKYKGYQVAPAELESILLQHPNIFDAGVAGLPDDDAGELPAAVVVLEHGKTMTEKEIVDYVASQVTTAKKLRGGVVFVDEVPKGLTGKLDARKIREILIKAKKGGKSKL
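Purified P. pyralis luciferase, 10 nM final, with Km-level 10 uM D-luciferin and 10 uM ATP in 50 mM Tris acetate pH 7.5, 10 mM Mg acetate, 0.01% Tween-20, 0.05% BSA; 6-point qHTS titration about 60 µM downward; luminescence read.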
Rab9 promoter act: activators of Rab9 promoter. Huh7 Rab9 promoter-luciferase reporter, luminescence, 24 h. Potency, µM (titrated, usually from 9.22 µM), for inactives: at the top dose activation, negative = inhibition, hits mostly activators. actives 2.8% (n = 320,000). AID 485297; also: % of control where 0% means no effect; nearly all actives have a fitted effect of over 60% in size
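Luminescence from Amplite-detected luciferase (10 minutes, ambient) reports Rab9 promoter activation. Before that, stable Rab9-luciferase Huh7 cells (1500/well, reduced-serum OP-MEM I plus 10% FBS) were exposed to compound for 24 hours at 37C.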
uPA surface inh: cell surface uPA generation inhibition | Potency, µM (titrated, usually from 38.3 µM), for the others: at the top dose activity change, negative = inhibition, hits mostly inhibitors | AID 540303 | cell surface uPA generation assay, qHTS | actives 0.31% (n = 330,000); active = well fitted inhibition curve with a large enough effect; inconclusive = small, poorly fitted or top-dose-only effect; inactive = no such curve, though single readings can be large or run the other way; tested in mouse RAW 264.7 cells; also: % is scaled to controls: 0 for no effect and ±100 for the full control effect; nearly all actives have a fitted effect of over 55% in size
Numbers without * were called inactive; ? = inconclusive; . = not tested or not shown; [ ] = another dose, or the depositor's remark. Unless noted, calls follow the shape of the dose curve; as a rule, active = well fitted curve in the direction sought with a large enough effect; inconclusive = small, poorly fitted or top-dose-only effect, or another doubt; inactive = no such curve, though single readings can be large; an effect the other way counts as inactive or inconclusive. Potency is read from the fitted curve at half-maximal effect.

SMILES	ELG1 genotox	NPC1 prom act	BRCA1 expr act	RORgamma inh	Gal4-VP16 FLuc	p53 reactivation	MBNL1-CUG inh	FLuc modulator	Rab9 promoter act	uPA surface inh
COc1ccc(CCNC(=O)C(=O)NCC2OCCN2S(=O)(=O)c2cccs2)cc1 (stereo not given)	-14%	3%	-18%	17%	-12%	-12%	5%	1%	6%	7%
Cc1[nH]c(=O)[nH]c(=O)c1S(=O)(=O)N1c2ccc(F)cc2CCC1C (stereo not given)	-2%	1%	-20%	-27%	-16%	0%	-5%	5%	-2%	.
COc1ccc(NC(=O)CC2C(=O)N(c3cccc(OC)c3)C(=O)N2Cc2ccco2)cc1 (stereo not given)	-4%	-3%	-2%	29%	-10%	-4%	-19%	-3%	0%	-11%
COCCn1c(SCC(=O)N2CCC(C)CC2)nc2c(c1=O)SCC2	0%	1%	-7%	34%	-9%	-3%	11%	2%	3%	-3%
S=C(NCc1ccco1)NC1CCCc2ccccc21 (stereo not given)	-4%	-2%	-9%	4.5µM*	13µM*	-3%	6%	4%	-3%	-3%
CCCN(CCC)S(=O)(=O)c1ccc(C(=O)Nc2nc(-c3ccccc3)c(C(=O)OCC)s2)cc1	0%	-2%	-14%	-17%	-6%	-11%	1%	-3%	-3%	-1%
O=C1/C(=C/c2cccc(F)c2)CSc2sccc21	3%	1%	-9%	23%	12%	1%	7%	-8%	1%	-1%
CCN(c1ccccc1)S(=O)(=O)c1ccc(C(=O)Nc2cccc(C)n2)cc1	-4%	0%	-12%	.	.	7%	.	3%	0%	1%
O=C(O)c1cn(Cc2ccccc2)nc1-c1cccnc1	2%	0%	1%	-19%	4%	3%	5%	-16%	0%	-8%
O=C(CCCN1CCC(c2ccccc2)C1)c1ccc2c(c1)OCCO2 (stereo not given)	-8%	-1%	-16%	1%	5%	10%	5%	3%	-4%	-19%
CC1(C)CC(=O)C(CC(=O)NC(=O)NCc2ccccc2)=C(O)C1	-3%	-1%	6%	10%	-9%	2%	-2%	5%	-3%	0%
CCOC(CNC(=O)CCc1c(C)nc2nc(C)nn2c1C)OCC	3%	1%	19%	-15%	-7%	2%	-2%	-1%	2%	2%
O=C(CCCOc1ccc(Cl)cc1)N1CCCCCC1	16µM*	12%	71%	12%	-10%	25%	3%	-3%	12%	1%
N#Cc1c(NC(=O)CCn2cnc3ccccc3c2=O)oc(-c2ccccc2)c1-c1ccccc1	-14%	-4%	-30%	31%	1%	-9%	-10%	-2%	-12%	3%
O=C(c1cccs1)n1nc(-c2ccco2)nc1SCc1ccccc1	16%	18%	?	-5%	-22%	14%	-5%	-13%	26%	-4%
O/N=C1\CCC\C1=C/c1ccco1	-2%	-4%	16%	1%	-4%	?	14%	-2%	8%	5%
CCc1ccc(C(=O)NC(=S)Nc2ccc3c(c2)OCCO3)cc1	?	2.8µM*	6.3µM*	7.1µM*	7.1µM*	?	?	6µM*	4µM*	-5%
CCN(c1ccccc1C)S(=O)(=O)c1cc2c3c(c1)CCN3C(=O)CC2	1%	7%	-15%	.	.	0%	.	-1%	-6%	-13%
CC1(C)CC(=O)C2=C(C1)OC(N)=C(C#N)C2c1ccc2c(c1)OCO2 (stereo not given)	2%	0%	4%	?	-1%	.	3%	6%	-1%	-2%
CC1(c2nnc(Cc3ccccc3)o2)CC(c2cccc([N+](=O)[O-])c2)=NO1 (stereo not given)	0%	0%	12%	.	.	2%	.	4%	0%	10%
CN1CCN(c2ccc(S(=O)(=O)Nc3ccccc3)cc2[N+](=O)[O-])CC1	0%	-4%	-18%	?	-25%	-12%	?	0%	-9%	1%
COc1ccc(NC(=O)CN(C)C(=O)CNC(=O)c2ccc3ccccc3c2)cc1	14%	26%	63%	.	.	?	.	24µM*	?	-21%
CC(C)CN(Cc1c(O)ccc2c3c(c(=O)oc12)CCC3)CC(C)C	1%	-1%	0%	-13%	4%	2%	1%	3%	5%	-2%
COc1ccc(C)cc1S(=O)(=O)N1CCCC(C(=O)NCC2CCCO2)C1 (stereo not given)	-1%	-1%	-14%	14%	2%	-4%	17%	1%	-4%	3%
COCc1cc(C)nc2sc(C(=O)N3CCN(c4ccccc4)CC3)c(N)c12	-5%	4%	-1%	-3%	-6%	-4%	?	-12%	5%	-1%
c1csc(C(c2nnnn2C2CCCCC2)N2CCN(c3nc4ccccc4s3)CC2)c1 (stereo not given)	-2%	-4%	6%	-6%	12%	-3%	-3%	-2%	-5%	2%
C=C(C)c1cccc(C(C)(C)NC(=O)N2CCC(C)CC2)c1	0%	-1%	-6%	6%	4%	3%	-12%	3%	0%	7%
C[C@]12C(=O)N(c3ccc(C(F)(F)F)cc3)C(=O)N1[C@@H]1c3ccccc3OC[C@@H]1[C@H]2c1ccccc1	-2%	-4%	0%	-9%	-2%	.	0%	-1%	0%	13%
CSc1nsc(NC(=O)Cc2ccccc2)n1	11%	25%	40%	?	7.1µM*	?	5%	2%[2.3 µM]	19%	2%
COc1cccc(C(C[N+](=O)[O-])c2c(C)[nH]n(-c3ccccc3)c2=O)c1 (stereo not given)	-14%	-3%	-2%	?	7.9µM*	-42%[inhibitor]	?	-18%	0%	1%
CCOc1ccc(N2C(=O)C(CC(=O)Nc3ccc(F)cc3)N(Cc3ccccn3)C2=S)cc1 (stereo not given)	-1%	-1%	-26%	?	3%	-3%	-2%	-12%	-5%	1%
COc1ccc(CCNc2nc(-c3ccco3)cc(C(F)(F)F)n2)cc1OC	-11%	1%	-27%	29%	-1%	2%	6%	1%	-5%	3%
Cc1cc(/C=C2\C(=N)N3N=C(S(C)(=O)=O)SC3=NC2=O)c(C)n1Cc1ccccc1	1%	-4%	-4%	23%	11%	0%	-6%	17µM*	-4%	-2%
Cc1ccc(C(=O)NCC(=O)N/N=C/c2cccs2)cc1C	1%	0%	-13%	?	-5%	-1%	?	-7%	1%	1%
CCOC(=O)Cc1csc(N/N=C\c2cccc(Br)c2)n1	-1%	11%	-73%	10µM*	?	2%	12%	?	7%	1%
COc1cccc(/C=N/NC(=O)c2[nH]nc3c2CCc2ccccc2-3)c1O	?	-32%[inhibitor]	-81%	0.79µM*	0.79µM*	?	-12%	?	-25%	-9%
COc1ccc(/C(N)=N/OC(=O)CCC2CCCC2)cc1	-1%	1%	?	16%	-1%	-2%	-3%	5%	9%	2%
Cc1ccc(S(=O)(=O)Nc2cc(C)cn(Cc3ccc(F)cc3)c2=O)cc1	-16%	2%	-38%	?	18µM*	-4%	8%	3%	0%	-10%
Cc1ccc2c(c1)NC(=O)C(CC(=O)NCCCN1CCCCC1C)O2 (stereo not given)	-2%	-1%	7%	3%	1%	-3%	25%	-1%	0%	-2%
COc1ccc2nc(SCC(=O)NCc3ccc4c(c3)OCO4)[nH]c2c1	-2%	-2%	-23%	-2%	-13%	-6%	-21%	-17%	2%	3%
CC(=O)NCCC(=O)Nc1ccc(F)cc1C	-2%	-12%	-4%	-18%	-6%	-3%	-11%	9%	-9%[1.84 µM]	-8%
CCC(=O)Nc1ccc(N2CCOCC2)c(S(=O)(=O)Nc2ccc(OC)cc2)c1	-1%	-6%	-6%	-1%	3%	-7%	-3%	-3%	-4%	1%
O=C(CCC1(C(=O)O)CCC(=O)NC1)NCc1ccccc1 (stereo not given)	0%	19%	8%	-26%	-9%	-1%	-10%	-1%	-3%	-2%
CC(C)c1ccc(S(=O)(=O)N2CCN(C(=O)c3ccncc3)CC2)cc1	-1%	-1%	3%	.	.	-5%	.	-2%	0%	-14%
Cc1c(C2C(C#N)=C(N)N(c3ccccc3C#N)C3=C2C(=O)CCC3)cnn1C (stereo not given)	0%	-2%	-7%	0%	-5%	-8%	?	0%	-1%	1%
COc1ccc2c(-c3ccc(OCCN4CCCCC4)cc3)c(-c3ccccc3OC)sc2c1	7%	.	-37%	.	.	-18%	.	.	.	?
CCc1nnc(NC(=O)CCC(=O)N2CCN(c3cc(C)ccc3C)CC2)s1	-3%	0%	-4%	0%	-7%	3%	-13%	1%	-2%	-8%
O=C(O)c1ccc(N2C(=O)c3cccnc3C2=O)cc1	0%	-4%	0%	4%	5%	1%	?	-2%	-3%	6%
CCCCCN(C(=O)CCC(=O)OCC(=O)Nc1cccc(CC)c1)c1c(N)n(CCCC)c(=O)[nH]c1=O	-5%	-3%	-22%	.	.	-1%	.	-21%	-1%	-17%
COc1ccc(-c2nn(-c3ccccc3)cc2/C=N/Nc2ccc3ccccc3n2)cc1OC	-9%	-5%	-55%	1.8µM*	5µM*	26%	6%	11µM*	-19%	-10%

Structures from the list above with a CF3 group (2):
SMILES	ELG1 genotox	NPC1 prom act	BRCA1 expr act	RORgamma inh	Gal4-VP16 FLuc	p53 reactivation	MBNL1-CUG inh	FLuc modulator	Rab9 promoter act	uPA surface inh
C[C@]12C(=O)N(c3ccc(C(F)(F)F)cc3)C(=O)N1[C@@H]1c3ccccc3OC[C@@H]1[C@H]2c1ccccc1	-2%	-4%	0%	-9%	-2%	.	0%	-1%	0%	13%
COc1ccc(CCNc2nc(-c3ccco3)cc(C(F)(F)F)n2)cc1OC	-11%	1%	-27%	29%	-1%	2%	6%	1%	-5%	3%
